HKDC1 inhibitor = HKDC1 hexokinase inhibitors, primary screen, biochemical, fluorescence, uHTS; recombinant HKDC1, G6PDH/diaphorase resazurin coupled fluorescence; inhibition, % at 20 µM; hit rate 0.16% among 340,000; AID 493160, 2011;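 active = inhibition above about 35% when tested at 20 µM, limit read from the data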;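 note: plate controls were DMSO wells with enzyme for no effect and DMSO wells lacking enzyme for full effect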
Target sequence (Q2TB90 whole entry, looked up): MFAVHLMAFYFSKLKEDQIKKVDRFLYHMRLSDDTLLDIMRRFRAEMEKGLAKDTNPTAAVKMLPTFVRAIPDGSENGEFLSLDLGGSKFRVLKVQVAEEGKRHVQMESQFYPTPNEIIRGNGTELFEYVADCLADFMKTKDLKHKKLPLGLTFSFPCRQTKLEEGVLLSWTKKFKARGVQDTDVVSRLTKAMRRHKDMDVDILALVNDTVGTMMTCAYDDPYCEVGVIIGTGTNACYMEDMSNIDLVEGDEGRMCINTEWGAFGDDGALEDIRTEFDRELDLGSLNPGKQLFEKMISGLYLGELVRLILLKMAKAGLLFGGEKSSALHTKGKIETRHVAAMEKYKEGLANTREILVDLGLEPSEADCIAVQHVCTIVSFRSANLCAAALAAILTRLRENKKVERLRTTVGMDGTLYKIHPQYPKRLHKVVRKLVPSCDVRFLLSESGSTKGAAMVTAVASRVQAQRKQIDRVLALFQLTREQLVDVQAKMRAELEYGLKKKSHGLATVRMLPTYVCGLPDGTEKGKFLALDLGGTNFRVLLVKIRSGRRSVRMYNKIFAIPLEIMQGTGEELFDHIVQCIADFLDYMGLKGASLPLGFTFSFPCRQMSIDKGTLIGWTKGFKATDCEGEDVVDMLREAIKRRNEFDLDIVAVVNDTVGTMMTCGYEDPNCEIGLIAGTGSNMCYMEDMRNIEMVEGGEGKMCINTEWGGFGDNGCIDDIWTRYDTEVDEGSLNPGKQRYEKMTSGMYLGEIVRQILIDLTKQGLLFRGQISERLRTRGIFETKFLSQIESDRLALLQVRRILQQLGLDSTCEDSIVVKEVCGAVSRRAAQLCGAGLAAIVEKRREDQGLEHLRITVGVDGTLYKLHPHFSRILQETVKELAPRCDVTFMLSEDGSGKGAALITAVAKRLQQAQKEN
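Test system: HK5 enzyme. Quantity: 5 µg/mL HK5 final. Reagent: glucose and ATP substrates. Schedule: 90 min reaction incubation at room temperature, dark. Technique: resazurin-to-resorufin fluorescence via G6PDH and diaphorase coupling, 525/613 nm. Control set: DMSO wells with and without enzyme mix.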
SENP8 block-1 = SENP8 protease inhibitors, primary screen, biochemical, luminescence; purified SENP8, Z-RLRGG-aminoluciferin cleavage; Sentrin-specific protease 8 (Homo sapiens), Q96LD8; inhibition, % at 10 µM; AID 2540, 2010; hit rate 1.2% among 330,000; in the data active = inhibition above about 50%
MIN6 prolif = inducers of MIN6 beta-cell proliferation, primary screen, ATP luminescence, uHTS; proliferation, % at 10 µM; AID 2380, 2010; MIN6 cells proliferation, ATPlite luminescence, 48 h; cells starved in 0.2% serum; 100% = growth in 10% serum; hit rate 0.29% among 330,000;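 active = compounds whose signal lies at least 3.5 SD above the mean of all wells on their plate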;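 note: 0% = DMSO-treated cells in low-serum medium and 100% = 10% serum control; some compounds called inactive have numbers as strong as hits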
SENP7 inh = SENP7 protease inhibitors, primary screen, biochemical, luminescence, uHTS. AID 434973, 2010. hit rate 1.5% among 330,000. Sentrin-specific protease 7 (Homo sapiens), Q9BQF6. inhibition, % at 5 µM. recombinant SENP7, Z-RLRGG-aminoluciferin luminescence, 40 min;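 active = inhibition above about 50% at the single test dose, limit read from the data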;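 note: plate controls were DMSO with enzyme for no effect and no enzyme buffer wells for full effect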
PfGluPho inh = PfG6PD enzyme inhibitors, primary screen, biochemical, fluorescence intensity, uHTS | glucose-6-phosphate dehydrogenase-6-phosphogluconolactonase (Plasmodium falciparum 3D7) | PfGluPho enzyme, NADPH resazurin-diaphorase fluorescence | inhibition, % at 20 µM | hit rate 0.78% among 350,000 | AID 504690, 2011;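 active = inhibition reaching at least a set limit at 20 µM in the primary screen, cut at about 59% in these data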;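 note: 0% = DMSO wells with substrate and 100% = DMSO wells lacking glucose-6-phosphate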
SENP8 block-2 = human SENP8 protease inhibitors, primary screen, biochemical, fluorescence, Nedd8 protein substrate, uHTS. Sentrin-specific protease 8 (Homo sapiens), Q96LD8. recombinant SENP8. inhibition, % at 20 µM. AID 602440, 2012. hit rate 0.64% among 360,000; in the data active = inhibition mostly above about 40%, no sharp cut-off; inactive = mostly below about 27%
SENP6 inh = SENP6 protease inhibitors, primary screen, biochemical, luminescence, uHTS. Recombinant SENP6 catalytic domain, aminoluciferin luminescence. hit rate 1.8% among 330,000. inhibition, % at 10 µM. Sentrin-specific protease 6 (Homo sapiens), Q9GZR1. AID 2599, 2010;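 active = inhibition above about 50% at the single tested dose, limit read from the data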;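 note: plate controls were DMSO wells with enzyme for no effect and DMSO wells lacking enzyme for full effect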
SENP1 inh = human SENP1 catalytic domain inhibitors, primary screen, biochemical, FRET, uHTS; inhibition, % at 10 µM; recombinant SENP1 catalytic domain, CyPet-SUMO1-YPet FRET cleavage; AID 624204, 2012; hit rate 0.21% among 360,000;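 active = inhibition at least 30% at 10 µM, raw YFP signal under a set limit, fluorescence ratio 0.5 to 1.5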;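 note: 0% = enzyme with DMSO and 100% = no enzyme wells; some results filed as inactive read as strong as hits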
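Material – human SENP1 catalytic domain · Input – SENP1 enzyme, 20 pM final · Compound dosing – single concentration of 10 µM compound, 0.5% DMSO final · Timing – enzyme reaction for 50 min at room temperature, dark · Measured by – FRET fluorescence in CFP and YFP emission channels · Control set – no-enzyme wells low, DMSO-plus-enzyme wells high control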
UBC13 polyUb = UBC13 polyubiquitin chain formation inhibitors, primary screen, biochemical, TR-FRET, uHTS. Ubiquitin-conjugating enzyme E2 N (Homo sapiens), P61088. inhibition, % at 20 µM. hit rate 0.47% among 330,000; in the data active = inhibition above about 45%, passing the limit was not always enough
Target sequence (P61088 whole entry, looked up): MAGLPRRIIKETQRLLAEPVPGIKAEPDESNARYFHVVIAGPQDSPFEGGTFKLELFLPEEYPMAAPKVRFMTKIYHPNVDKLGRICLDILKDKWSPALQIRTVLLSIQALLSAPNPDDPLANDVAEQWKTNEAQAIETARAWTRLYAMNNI
Active calls of the source: *; i = inactive; nt = no result given.

The line under a structure holds: UBC13 polyUb	SENP1 inh	SENP8 block-1	SENP8 block-2	SENP6 inh	MIN6 prolif	SENP7 inh	PfGluPho inh	HKDC1 inhibitor
1. O=C1C(Cc2ccc(Br)cc2)SC(=Nc2ccccc2)N1c1ccccc1 (stereo not drawn)
  -9	1	0	10	0	-6	7	0	10
2. CCc1ccc(NC(=O)CO/N=C(\C)c2cc3ccccc3o2)cc1
  4	-2	0	10	-30	-4	0	11	1
3. CC1CC(C)CN(CCCNC(=O)c2csc3c2CCCC3)C1 (stereo not drawn)
  -7	1	-9	20	-19	-2	-15	-20	0
4. Clc1nc(NC2CCCCC2)c2cn[nH]c2n1
  nt	-15	nt	-179	nt	nt	nt	-3	1
5. O=C(O)CSCC(=O)N1CCCN(c2nccc(C(F)(F)F)n2)CC1
  3	1	-4	-8	-4	1	-7	6	-2
6. COc1ccc(C(=O)Nc2cccc(-c3ccc4nncn4n3)c2)cc1
  21	0	0	-14	-23	0	2	9	18
7. CC1CCCN(S(=O)(=O)c2ccc(C(=O)Nc3sc4c(c3C(N)=O)CCN(C)C4)cc2)C1 (stereo not drawn)
  12	-34	-4	-90	5	-7	-6	-13	4
8. CSc1ccccc1C(=O)C1CCCN(C(=O)c2cncs2)C1 (stereo not drawn)
  8	0	-11	1	5	5	-3	8	-6
9. CC(Sc1nnc2ccccn12)C(=O)Nc1ccc(Cl)cn1 (stereo not drawn)
  -1	-2	-7	-18	-6	-2	-6	-22	-5
10. CCN1CCN(CC(=O)Nc2ccc3c(c2)OCO3)C(=O)C1=O
  -6	2	-2	5	-5	2	6	-5	-1
11. Cc1ccc([N+](=O)[O-])cc1S(=O)(=O)n1ccnc1C
  1	1	-6	6	-7	1	-8	-1	5
12. Cc1ccc(C2CC(c3cccc(C)c3)n3ncnc3N2)cc1 (stereo not drawn)
  9	0	-2	7	-1	2	-7	-8	-3
13. CCCCNCc1cc(OC)c(OCC(N)=O)cc1Br
  2	-1	-5	9	1	3	-2	-2	-1
14. Cc1ccc(OCCCn2c(=O)oc3ccccc32)cc1
  -21	2	-10	12	-8	-1	-6	-2	5
15. Cn1c(=O)c2c(ncn2CC(=O)OCC(=O)Nc2cc(Cl)ccc2Cl)n(C)c1=O
  11	2	-2	-4	-9	-1	6	-1	14
16. COc1cc(C2=Nc3ccc(Br)cc3C(c3ccccc3)N2CC(=O)NN)cc(OC)c1OC (stereo not drawn)
  1	0	-4	-10	-23	-1	0	-8	-4
17. CN(CC(=O)Nc1ccc(N2CCOCC2)cc1)CC(=O)Nc1ccccc1[N+](=O)[O-]
  -13	2	-5	14	-15	0	-2	10	-10
18. CCNc1ccc(S(=O)(=O)N(C)C)cc1NCC(=O)Nc1c(F)cccc1F
  -2	-44	4	25	7	0	7	12	8
19. c1ccc2c(c1)ncc1cccn12
  8	-3	4	-289	19	-1	6	2	-1
20. COc1cc(C(=S)NCc2ccccc2)cc(Br)c1O
  -4	0	-2	22	-3	-3	-12	67*	-10
21. Cc1nnc(NC(=O)c2cc3ccccc3o2)s1
  -2	1	-5	-14	-2	-4	2	20	-1
22. Cc1ccc(NC(=O)c2ccc(COc3ccccc3)o2)nc1
  -7	0	-17	10	2	-3	-19	-2	-1
23. CSCCC(NC(=O)COc1ccccc1)C(=O)N1CCCC(C(F)(F)F)C1 (stereo not drawn)
  1	1	7	-6	8	-2	-6	-4	-6
24. CCOc1ccc2nc(NC(=O)C3CCCO3)sc2c1 (stereo not drawn)
  10	1	-13	6	-27	-3	9	10	2
25. O=C(Cn1cnnn1)NCc1ccccc1
  0	2	-1	12	-11	-3	-4	-7	1
26. O=C(NC1CCN(S(=O)(=O)c2ccccc2F)CC1)c1cccnc1
  -2	0	-2	1	-13	-2	0	-5	-7
27. Cc1ccc(OCCC(=O)Nc2ccc(F)c(Cl)c2)cc1
  -4	1	-11	6	-6	-3	5	9	-3
28. O=C(Nc1cccc(Cl)c1)ON=C1c2ccccc2-c2ccccc21
  16	-2	-9	0	13	-1	2	26	-9
29. Cc1cccc(C)c1NC(=O)C[N+](C)(C)CC(O)COc1cccc2ccccc12 (stereo not drawn)
  17	1	6	34	5	-4	8	4	-5
30. CC(C)c1ccc(NC(=O)C(c2ccccc2)N2CCOCC2)cc1 (stereo not drawn)
  9	2	4	14	-5	-4	5	12	4
31. COc1ccccc1-c1nnc(NC(=O)C2=COCCO2)o1
  9	0	-6	0	-17	2	-5	-5	-5
32. COc1ccc(Nc2nnc(SCC(=O)N3CC(=O)Nc4ccccc43)s2)cc1
  7	-1	-6	3	-7	-2	5	9	14
33. Cc1ccc(CNC(=O)C(CC(C)C)OC(=O)c2ccco2)cc1 (stereo not drawn)
  3	4	-5	6	-10	-2	2	-8	-2
34. Cc1cc(C2=NNC(=NC3CC3)SC2)c(C)n1-c1ccccc1F
  1	-1	80*	-3	33	-6	17	28	-21
35. CC(Oc1cccc(Cl)c1)C(=O)Nc1cc(S(=O)(=O)N2CCOCC2)ccc1N1CCCCC1 (stereo not drawn)
  22	-2	2	11	0	-7	2	15	-3
36. O=P(c1ccccc1)(c1ccccc1)c1nc(-c2ccc(Cl)cc2)oc1N1CCOCC1
  11	2	0	-411	-4	-6	1	16	-7
37. Oc1ccccc1-c1cc(-c2ccco2)[nH]n1
  -7	-5	19	17	34	0	0	26	-2
38. COc1cc(-c2cc(=O)c3ccccc3o2)ccc1O
  0	-8	-3	12	2	3	-1	17	-2
39. CC(C)Sc1nnc(SCC(=O)N(C)C2CCS(=O)(=O)C2)s1 (stereo not drawn)
  -8	0	5	-1	-3	-3	9	4	-5
40. O=C(CSc1nnc(-c2ccncc2)o1)Nc1ccccc1Cl
  2	2	5	5	-7	3	0	1	-5
41. CC(C)(CC(=O)OCC(=O)Nc1ccccc1F)CC1=NS(=O)(=O)c2ccccc2N1
  -2	3	-10	13	-8	1	10	-10	-4
42. CC(NC(=O)c1cc(-c2ccncc2)nc2ccc(Br)cc12)C1CCCO1 (stereo not drawn)
  -15	-6	0	-7	-3	-2	-1	5	-6
43. Cc1cc2ccccn2c1C(=O)c1ccccc1Br
  4	0	6	14	4	-5	-2	21	0
44. CCCCSc1cc(C)nc2ncnn12
  4	2	-9	13	-12	-2	-4	-6	-2
45. C=C(C)Cn1c(CCCNC(=O)C(C)(C)C)nc2ccccc21
  7	1	-4	11	-19	2	5	7	-6
46. O=C1N(Cc2cccc(Cl)c2)C[C@@H]2C[C@@H](c3cccn3-c3ccccn3)N3CCC[C@@]123
  -5	-10	-2	-16	14	-3	3	0	0
47. CN(Cc1nc2ccc(F)cc2[nH]1)Cc1nc(CC2CC2)no1
  -2	-3	-4	-6	7	-3	14	5	-2
48. COC1CCN(Cc2c(C(=O)N3CCN(C4CCCCC4)CC3)nc3ccccn23)CC1
  -2	-110	-5	-102	-20	-2	-13	-6	-6
49. OC(COCc1ccccc1)CN1CCN(c2ccccc2)CC1 (stereo not drawn)
  -1	2	5	20	9	-1	10	7	-2
50. CCOC(=O)N1CCN(S(=O)(=O)N(C)C)CC1
  -10	1	-5	8	-18	-4	10	0	-4
51. CC(C)(C)OC(=O)N(Cc1ccccc1)Cc1ccccc1OCc1cccc(NC(=O)C2CC2)c1
  nt	1	nt	10	nt	nt	nt	-13	0
52. CCc1ccc(C(C)NC(=O)c2ccc(F)cc2)cc1 (stereo not drawn)
  5	2	13	25	-4	-1	4	-15	5
53. CCc1ccc(-c2cc(C)no2)cc1S(=O)(=O)NCCN1CCC(C)CC1
  1	1	5	14	12	1	2	-20	3
54. CSC1=NCCN1C(=O)c1ccc(C)cc1
  -10	5	1	14	6	-4	6	2	-7
55. COc1cccc(CN2CCN(Cc3cc4ccccc4[nH]3)CC2CCO)c1 (stereo not drawn)
  7	-64	-3	-80	-14	3	5	-2	-6
56. CCOC(=O)NN1C(=O)c2ccccc2NC1c1ccc(N(C)C)cc1 (stereo not drawn)
  6	0	-5	-280	-5	0	-2	-3	-2
57. COc1cc(C(=O)c2cocc2C(=O)c2ccc3c(c2)OCO3)cc(OC)c1OC
  nt	3	nt	10	nt	nt	nt	-10	-2
58. CC(C)c1nnc(NC(=O)COc2ccc3ccccc3c2)s1
  -3	1	-8	2	6	-3	9	-8	-7
59. Cc1cc(Oc2cnn(C(C)(C)C)c(=O)c2Cl)cc(C(C)C)c1
  2	-1	-6	20	-20	-6	6	-4	-1
60. O=C1[C@H]2[C@@H](C(=O)N1c1cc(Cl)cc(Cl)c1)[C@]1(C(=O)Nc3ccccc31)N1CCC[C@@H]21
  2	-10	-7	5	-1	-3	-5	-1	3

The list continues:
The line under a structure holds: UBC13 polyUb	SENP1 inh	SENP8 block-1	SENP8 block-2	SENP6 inh	MIN6 prolif	SENP7 inh	PfGluPho inh	HKDC1 inhibitor
61. CC(=O)N1N=C(c2ccc(Br)cc2)OC1(C)CC(=O)Nc1ccccc1 (stereo not drawn)
  10	0	-1	-361	-5	0	0	-13	-3
62. O=C1C[C@@H]2c3c(cccc3CN1Cc1ccccc1)C[C@@H](O)[C@H]2O
  nt	1	nt	2	nt	nt	nt	-5	-2
63. O=S(=O)(CCNCc1ccco1)NC1CCCCC1
  nt	-2	nt	10	nt	nt	nt	-18	3
64. O=S(=O)(c1ccc(F)cc1)N1CCCN(c2nccc(C(F)(F)F)n2)CC1
  7	1	-3	-75	-8	-3	10	-7	3
65. Cn1cccc1/C=N/n1c(-c2ccc(C(C)(C)C)cc2)n[nH]c1=S
  -22	3	-10	20	2	-4	-1	30	3
66. Oc1ccc(-c2nccs2)cc1
  nt	2	nt	-314	nt	nt	nt	0	1
67. COc1cccc(CC2(CO)CCCN(Cc3cn[nH]c3-c3ccc(F)cc3)C2)c1 (stereo not drawn)
  5	-1	-1	14	-2	-2	-2	15	-8
68. N#Cc1c(N2CCOCC2)nc(-c2ccco2)c2c1CCCC2
  7	-111	0	i	15	-3	16	-10	0
69. O=C(C1CCN(c2nnc(-n3cccc3)s2)CC1)N1CCN(c2cccc(C(F)(F)F)c2)CC1
  -11	2	-6	32	0	-3	1	-13	-13
70. COc1ccc(OC)c(-c2cc(C(=O)NCc3cccs3)no2)c1
  26	2	1	-319	-15	1	-4	11	-5
71. O=C(CSc1ccc2ccccc2n1)N/N=C/c1ccccc1O
  7	-2	-2	3	12	-3	2	-10	6
72. Cc1ccc(S(=O)(=O)N2CCN(C(=O)COC(=O)COc3ccc(Cl)cc3)CC2)c(C)c1
  nt	3	nt	14	nt	nt	nt	-5	-6

Marked active in PfGluPho inh, of those listed so far:
entry	smiles	UBC13 polyUb	SENP1 inh	SENP6 inh	SENP7 inh	PfGluPho inh	HKDC1 inhibitor
20	COc1cc(C(=S)NCc2ccccc2)cc(Br)c1O	-4	0	-3	-12	67*	-10

Assay outcomes as filed in PubChem BioAssay.
